High-throughput results deposited in PubChem by Johns Hopkins Ion Channel Center.
TRPC4 agonist: activators of mouse TRPC4 channel. HEK293 TRPC4beta/mu-opioid, Fluo4 calcium fluorescence; stronger effect = higher value. Q9QUQ5. B-score at 10 µM. actives 0.49% (n = 310,000). AID 2237;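 active = B-score above 5 SD of library B-scores, and initial fluorescence ratio not above library mean plus 5 SD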;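 also: positive B-score marks a calcium rise read as TRPC4 activation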
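System – HEK293 cells stably co-expressing mouse TRPC4beta and mu-opioid receptor · Signal – Fluo4 calcium-sensitive dye fluorescence, kinetic, 1 Hz baseline · Benchmarks – buffer (low) and maximal DAMGO (high) · Read-out – B score of integrated fluorescence ratio per well · Incubation – dye loading 45 min room temperature, 110 s kinetic read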
TRPC6 act: activators of mouse TRPC6 channel; Q61143; actives 0.13% (n = 310,000); HEK293-TRPC6 membrane potential dye fluorescence; stronger effect = higher value; B-score at 10 µM;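 active = B-score of the integrated fluorescence ratio above library mean plus 3 SD, and starting fluorescence ratio within library mean plus 5 SD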;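 also: higher score means more depolarization so channel activation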
TRPC6 inh: inhibitors of mouse TRPC6 channel; HEK293-TRPC6, membrane potential dye, ACh-evoked depolarization; stronger effect = lower value; B-score at 10 µM; actives 1.1% (n = 310,000);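 active = B-score under library mean minus 3 SD, initial fluorescence not abnormally high, positive integrated signal ratio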;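 also: B-score derived from integrated fluorescence ratio over the kinetic read; more negative B-score means stronger inhibition of depolarization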
MrgX1 antag: blocks BAM8-22 activation of human MrgX1 receptor; Q96LB2; MRGX1-HEK293 calcium flux, Fluo-4, BAM8-22 antagonism; stronger effect = lower value; B-score at 10 µM; actives 1.3% (n = 310,000); AID 588676;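 active = calcium-response B-score plate-corrected more than 3 library SD below zero, starting fluorescence within 5 deviations, no agonist response on first addition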;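 also: peak minus trough fluorescence over baseline after final BAM8-22 challenge near maximal dose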
Target sequence (Q96LB2 whole entry, looked up): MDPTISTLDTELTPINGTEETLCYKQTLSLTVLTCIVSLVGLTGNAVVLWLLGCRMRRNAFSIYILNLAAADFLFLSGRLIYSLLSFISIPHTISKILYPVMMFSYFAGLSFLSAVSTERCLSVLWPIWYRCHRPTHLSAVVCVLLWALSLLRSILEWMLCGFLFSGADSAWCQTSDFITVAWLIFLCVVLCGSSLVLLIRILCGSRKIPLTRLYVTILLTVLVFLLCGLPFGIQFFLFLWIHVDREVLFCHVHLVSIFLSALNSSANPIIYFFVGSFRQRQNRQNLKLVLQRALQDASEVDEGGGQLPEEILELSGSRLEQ
MrgX1 PAM: human MrgX1 positive allosteric modulation, primary screen | MrgX1-HEK293, Fluo-4 calcium flux, FDSS; stronger effect = higher value | B-score at 10 µM | actives 0.63% (n = 310,000);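 active = plate-corrected calcium response at least 3 library SD above typical, normal starting fluorescence, not activating the receptor alone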;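 also: compound read alongside a low EC10 to EC30 dose of BAM8-22 agonist; peak minus trough fluorescence over baseline measured at the second addition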
TMEM16A act: activators or potentiators of mouse TMEM16A chloride channel. HEK293 TMEM16A/YFP-H148Q/I152L, iodide quench fluorescence; stronger effect = lower value. AID 623877. Q8BHY3. actives 0.3% (n = 340,000). B-score at 10 µM;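 active = fluorescence-ratio B-score plate-corrected deviation score at least 3 library SD below zero, with starting fluorescence score within 5 deviations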;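 also: channel opened by trigger with iodide after compound preincubation; score built on the fluorescence ratio of max minus min over baseline; more negative score means more quench and so TMEM16A activation or potentiation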
RGS4 block: inhibitors of human RGS4; AID 463165; B-score at 10 µM; HEK293 M3R/RGS4 inducible, Fluo-4 calcium flux; stronger effect = higher value; triggered by carbachol at its EC20; actives 0.45% (n = 310,000); P49798;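 active = B-score, a plate-corrected calcium signal, over three deviations above library mean, with baseline fluorescence within five deviations of library mean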;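 also: RGS4 expression induced by doxycycline in cells with stable M3 receptor; B-score is computed from the integrated fluorescence ratio over baseline after carbachol; higher B-score means a larger calcium signal and so more RGS4 inhibition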
Target sequence (P49798 whole entry, looked up): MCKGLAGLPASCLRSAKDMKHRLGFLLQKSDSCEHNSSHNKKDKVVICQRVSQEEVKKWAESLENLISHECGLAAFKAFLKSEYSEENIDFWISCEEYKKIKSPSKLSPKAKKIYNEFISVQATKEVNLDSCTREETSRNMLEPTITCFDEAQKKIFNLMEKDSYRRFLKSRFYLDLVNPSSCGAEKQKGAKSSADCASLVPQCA
TRPC4 inh: inhibitors of mouse TRPC4 channel | Q9QUQ5 | HEK293 TRPC4beta/mu-opioid, DAMGO-evoked Fluo4 calcium flux; stronger effect = lower value | B-score at 10 µM | actives 0.39% (n = 300,000);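 active = B-score over 3 SD under the library average, no early fluorescence shift, positive overall ratio signal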
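Material: HEK293 cells with stable TRPC4beta plus mu-opioid receptor expression / Probe or stimulus: DAMGO in two steps, submaximal then maximal / Compound: single concentration per test compound / Technique: kinetic Fluo4 fluorescence imaging of calcium influx / Read-out: per-well B score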
MrgX1 agonist: human MrgX1 receptor agonism, primary screen; Q96LB2; MrgX1-HEK293 cells, Fluo-4 calcium fluorescence, agonist mode; stronger effect = higher value; B-score at 10 µM; actives 0.44% (n = 310,000); AID 588627;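 active = calcium response B-score plate-corrected fluorescence ratio at least 3 library SD, with starting fluorescence B-score inside 5 SD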
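Test system: HEK293 cells stably expressing human MrgX1 receptor; amount: 15,000 cells per well; doses: compound delivered in addition one of three; times: overnight plating before 1 h dye loading; detection: Fluo-4 NW calcium-flux fluorescence, kinetic read; read-out basis: B-scored fluorescence response ratio; controls: positive and negative controls per plate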
TRPC4 PAM: allosteric potentiators of mouse TRPC4 channel; Q9QUQ5; HEK293 TRPC4beta/mu-opioid, DAMGO EC20, Fluo-4 Ca2+ flux; stronger effect = higher value; B-score at 10 µM; actives 0.42% (n = 310,000);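 active = B-score of calcium response area above 5 SD of library B-scores, with initial fluorescence ratio within 5 SD of library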;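 also: B-score of integrated fluorescence ratio over time as area under calcium response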
TMEM16A inh: mouse TMEM16A channel inhibition, primary screen; Q8BHY3; HEK293 TMEM16A/YFP iodide influx fluorescence, ionomycin; normalized B-score (activity score, 25-100; higher = stronger inhibition) at 10 µM; actives 1.2% (n = 310,000);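 active = ratio plate-corrected score three or more library SD toward inhibition, starting fluorescence score within five deviations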;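 also: score derived from kinetic fluorescence span divided by baseline fluorescence per well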
* = called active by the depositor; i = inactive; . = not tested or not shown.

Start of the data: the first 4 records, ahead of the listing:
item	smiles	TRPC4 agonist	TRPC6 act	TRPC6 inh	MrgX1 antag	MrgX1 PAM	TMEM16A act	RGS4 block	TRPC4 inh	MrgX1 agonist	TRPC4 PAM	TMEM16A inh
1	CC(C)NC(=O)c1ccc2c(c1)nnn2C	i	i	i	i	i	i	i	i	i	i	i
2	Cc1ccc(NC(=O)C(=O)c2c[nH]c3ccccc23)cc1	i	i	i	i	i	i	i	i	i	i	i
3	COc1ccc(/C=C/C(=O)Nc2ccccc2)cc1OC	i	i	i	i	i	i	i	i	i	i	i
4	COc1ccccc1N1CCN(C(=O)c2cn(-c3ccccc3)nc2-c2cccnc2)CC1	i	i	i	i	i	i	i	i	i	i	i

The list itself, repeating the preview:
item	smiles	TRPC4 agonist	TRPC6 act	TRPC6 inh	MrgX1 antag	MrgX1 PAM	TMEM16A act	RGS4 block	TRPC4 inh	MrgX1 agonist	TRPC4 PAM	TMEM16A inh
1	CC(C)NC(=O)c1ccc2c(c1)nnn2C	i	i	i	i	i	i	i	i	i	i	i
2	Cc1ccc(NC(=O)C(=O)c2c[nH]c3ccccc23)cc1	i	i	i	i	i	i	i	i	i	i	i
3	COc1ccc(/C=C/C(=O)Nc2ccccc2)cc1OC	i	i	i	i	i	i	i	i	i	i	i
4	COc1ccccc1N1CCN(C(=O)c2cn(-c3ccccc3)nc2-c2cccnc2)CC1	i	i	i	i	i	i	i	i	i	i	i
5	CCOC(=O)Cn1c(=O)oc2cc(S(=O)(=O)NCc3cccs3)ccc21	i	i	i	i	i	i	i	i	i	i	i
6	O=C(CSc1nc2ccccc2[nH]1)N1CCN(C(=O)c2ccco2)CC1	i	i	i	i	i	i	i	i	i	i	i
7	Brc1ccc(-c2nnc3sc(CNC4CCCC4)cn23)cc1	i	i	i	i	i	i	i	i	i	i	i
8	O=C(NCc1ccccc1)c1ccc(N2CCC3(CC2)CC(c2ccc(Cl)cc2)=NO3)c([N+](=O)[O-])c1	i	i	i	i	i	i	i	i	i	i	i
9	COc1cc([N+](=O)[O-])ccc1NC(=O)Nc1ccc(C(=O)N2CCCC2)cc1	i	i	i	i	i	i	i	i	i	i	i
10	O=C(COC(=O)/C=C/c1ccccc1[N+](=O)[O-])NC1CC1	i	i	i	i	i	i	i	i	i	i	i
11	Cc1ccc(CNC(=O)c2cc(COc3c(F)cccc3F)on2)s1	i	i	i	i	i	i	i	i	i	i	i
12	Cc1c(Br)c([N+](=O)[O-])nn1CC(=O)Nc1c(C)n(C)n(-c2ccccc2)c1=O	i	i	i	i	i	i	i	i	i	i	i
13	CCCCN(C(=O)CSc1nnc(-c2ccco2)o1)c1c(N)n(Cc2ccccc2)c(=O)[nH]c1=O	i	i	i	i	i	i	i	i	i	i	i
14	COc1cc(OC)c(/C=N/NC(=O)c2ccc(Cn3nc([N+](=O)[O-])cc3C)cc2)c(OC)c1	i	i	i	i	i	.	i	i	i	i	i
15	CCOC(=O)c1nn(-c2ccc(C)cc2)cc1O	i	i	i	i	i	i	i	i	i	i	i
16	CSc1ccc(S(=O)(=O)NC(C)c2ccccc2)cc1 (configuration not stated)	i	i	i	i	i	i	i	i	i	i	i
17	O=C1NCCCC1C(=O)N/N=C/c1cccc([N+](=O)[O-])c1 (configuration not stated)	i	i	i	i	i	i	i	i	i	i	i
18	COc1ccc(C(CNC(=O)c2oc3ccc(F)cc3c2C)N2CCCCC2)cc1 (configuration not stated)	i	i	i	i	i	i	i	i	i	i	i
19	CC(=O)Nc1ccc(-c2cc(-c3ccc(NC(C)=O)cc3)nc(-c3ccccc3)n2)cc1	i	i	i	i	i	i	i	i	i	i	i
20	CCCC/C(O)=C1\C(=O)CC(C)(C)CC1=NCCCCCC(=O)O	i	i	i	i	i	i	i	i	i	i	i

Other records.
item	smiles	TRPC4 agonist	TRPC6 act	TRPC6 inh	MrgX1 antag	MrgX1 PAM	TMEM16A act	RGS4 block	TRPC4 inh	MrgX1 agonist	TRPC4 PAM	TMEM16A inh
21	c1ccc(SCc2cc(-c3ccccc3)no2)cc1	i	i	i	i	i	i	i	i	i	i	i
22	Cc1cc2cc(CNC(=O)c3ccc4c(c3)OCO4)ccc2[nH]1	i	i	i	i	i	i	i	i	i	i	i
23	Cc1ccc(-n2c(CSc3nc(C)cc(C)n3)nnc2SCC(=O)N2CCCC2)cc1	i	i	i	i	i	i	i	i	i	i	i
24	Cc1ccc(NC(=O)C2CCN(c3nc(C)cc(C)n3)CC2)cc1	i	i	i	i	i	i	i	i	i	i	i
25	Nc1ncnc(Nc2cccc(Cl)c2Cl)n1	i	i	i	i	i	i	i	i	i	i	i
26	FC(F)(F)c1cc(-c2ccco2)nc2ncnn12	i	i	i	i	i	i	i	i	i	i	i
27	CCOC(=O)c1c(-c2cccs2)csc1NC(C)=O	i	i	i	i	i	i	i	i	i	i	i
28	Oc1ccc(/C=N/n2c(C3CCCCC3)n[nH]c2=S)c(O)c1	i	i	i	i	i	i	i	i	i	i	i
29	CC1(C)CC(C2N3CC4(C)CN2CC(C)(C3)C4=O)CCO1 (configuration not stated)	i	i	i	i	i	i	i	i	i	i	i
30	O=C(Nc1ccc2c(c1)OCCO2)c1cnccn1	i	i	i	i	i	i	i	i	i	i	i
31	NC1=C([N+](=O)[O-])C(c2ccccc2)C2=C(CCCC2=O)O1 (configuration not stated)	i	i	i	i	i	i	i	i	i	i	i
32	Fc1ccc(C(c2nnnn2Cc2cccs2)N2CCN(C3CCCCC3)CC2)cc1 (configuration not stated)	138*	i	i	i	i	i	i	i	i	i	i
33	O=C1c2ccccc2C(Nc2ccc(F)c(Cl)c2)N1c1ccccn1 (configuration not stated)	i	i	i	i	i	i	i	i	i	i	i
34	NNC(=O)c1oc2nc(-c3ccccc3)cc(-c3ccccc3)c2c1N	i	i	i	i	i	i	i	i	i	i	i
35	COc1ccccc1-c1cn(C(C)(C)C)nc1C	i	i	i	i	i	i	i	i	i	i	i
36	Nc1nnnn1/N=C/c1cccc(O)c1	i	i	i	i	i	i	i	i	i	i	i
37	COc1ccc(NC(=O)CSc2nccn2Cc2ccccc2)cc1	i	i	i	i	i	i	i	i	i	i	i
38	CCOC(=O)c1cc(NC(=O)N2CCOCC2)c(C)nc1C	i	i	i	i	i	i	i	i	i	i	i
39	COC(=O)C1C(c2ccccc2)C(C(=O)N2CCOCC2)C1c1ccccc1 (configuration not stated)	i	i	i	i	i	i	i	i	i	i	i
40	Cc1cc(C)c(S(=O)(=O)N2CCC(C(=O)NCc3ccncc3)CC2)c(C)c1	i	i	i	i	i	i	i	i	i	i	i

Sorted by number of heavy atoms (descending): part of the list above
item	smiles	TRPC4 agonist	TRPC6 act	TRPC6 inh	MrgX1 antag	MrgX1 PAM	TMEM16A act	RGS4 block	TRPC4 inh	MrgX1 agonist	TRPC4 PAM	TMEM16A inh
31	NC1=C([N+](=O)[O-])C(c2ccccc2)C2=C(CCCC2=O)O1 (configuration not stated)	i	i	i	i	i	i	i	i	i	i	i
35	COc1ccccc1-c1cn(C(C)(C)C)nc1C	i	i	i	i	i	i	i	i	i	i	i
25	Nc1ncnc(Nc2cccc(Cl)c2Cl)n1	i	i	i	i	i	i	i	i	i	i	i

Next part
item	smiles	TRPC4 agonist	TRPC6 act	TRPC6 inh	MrgX1 antag	MrgX1 PAM	TMEM16A act	RGS4 block	TRPC4 inh	MrgX1 agonist	TRPC4 PAM	TMEM16A inh
41	CCC(C)[C@H](N)C(=O)NC[C@H]1CC[C@H](C(=O)N[C@@H](Cc2ccccc2)C(=O)O)CC1 (some centres not stated)	i	i	i	i	i	i	i	i	i	i	i
42	COCCC(=O)N1CCCC(CCC(=O)NCc2ccc(F)c(F)c2)C1 (configuration not stated)	i	i	i	i	i	i	i	i	i	i	i
43	O=S1(=O)CC/C(=N/Nc2ccccn2)c2cc(F)ccc21	i	i	i	i	i	i	i	i	i	i	i
44	CC(C)(C)NC(=O)c1ccc(COCC(F)(F)F)o1	i	i	i	i	i	i	i	i	i	i	i
45	CC(C)c1ccc(S(=O)(=O)N2CCN(C(=O)CN3C(=O)NC4(CCCCC4)C3=O)CC2)cc1	i	i	i	i	i	i	i	i	i	i	i
46	CCOc1ccc(CCNC(=O)CCN2C(=O)COc3ccccc32)cc1OCC	i	i	i	i	i	i	i	i	i	i	i
47	O=C(Nc1nncs1)Oc1ccccc1	i	i	i	i	i	i	i	i	i	i	i
48	C=CCN(Cc1nc(-c2cc(OC)ccc2OC)oc1C)C1CCS(=O)(=O)C1 (configuration not stated)	i	i	i	i	i	i	i	i	i	i	i
49	O=C(NCC(=O)N1CCN(c2ccccc2O)CC1)c1cccs1	i	i	i	i	i	i	i	i	i	i	i
50	Cc1ccc(Cn2nnc3c(=O)n(Cc4cc(C)ccc4C)cnc32)cc1	i	i	i	i	i	i	i	i	i	i	i
51	CNC(=O)c1cc2cc(OC)ccc2n1CCN(C)C	i	i	i	i	i	i	i	i	i	i	i
52	CC(C)(C)C1CCc2c(sc(NC(=O)c3cccs3)c2C(=O)N2CCCCC2)C1 (configuration not stated)	i	i	i	i	i	i	i	i	i	i	i
53	C(=N\Nc1nc2ccccc2[nH]1)/c1ccc2c(c1)OCCO2	i	i	i	i	i	i	i	i	i	i	i
54	O=C(NNC(=O)c1ccc2[nH]c(=O)c(=O)[nH]c2c1)c1cccc(Br)c1	i	i	i	i	i	i	i	i	i	i	i
55	O=C(CCN1C(=O)C2C3C=CC(C3)C2C1=O)N1CCN(c2ccccn2)CC1 (configuration not stated)	i	i	i	i	i	i	i	i	i	i	i
56	NC(=S)N/N=C/c1coc2cc(Cl)ccc2c1=O	i	i	i	i	i	i	i	i	i	i	i
57	Cc1ccc(N2C(=O)/C(=C\c3ccc(C(C)C)cc3)N=C2SC2CCOC2=O)cc1 (configuration not stated)	i	i	i	i	i	i	i	i	i	i	i
